Screens deposited in PubChem BioAssay by Sanford-Burnham Center for Chemical Genomics.
mIAP inh: blocks mouse intestinal alkaline phosphatase | purified mouse IAP, CDP-Star luminescence, 30 min | inhibition, % at 10 µM | AID 2806 | 0.2% of 330,000 active;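 active means inhibition of at least 40% at 10 µM in the primary screen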;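 further: plate controls were DMSO with enzyme for no effect and no enzyme wells for full effect; values of inactives mirror those of a sister screen read the other way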
hIAP activ: increases human intestinal alkaline phosphatase activity | 0.16% of 330,000 active | AID 2524 | activation factor at 10 µM | P09923 | purified human IAP, CDP-Star luminescence, 30 min; hits give high values; 1 = vehicle-only enzyme, 0 = enzyme-free background;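 active means activation factor of the enzyme at least 2-fold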; further: the source names both 10 and 20 µM as test concentration; values of inactives mirror those of a sister screen read the other way
Target sequence (P09923 whole entry, looked up): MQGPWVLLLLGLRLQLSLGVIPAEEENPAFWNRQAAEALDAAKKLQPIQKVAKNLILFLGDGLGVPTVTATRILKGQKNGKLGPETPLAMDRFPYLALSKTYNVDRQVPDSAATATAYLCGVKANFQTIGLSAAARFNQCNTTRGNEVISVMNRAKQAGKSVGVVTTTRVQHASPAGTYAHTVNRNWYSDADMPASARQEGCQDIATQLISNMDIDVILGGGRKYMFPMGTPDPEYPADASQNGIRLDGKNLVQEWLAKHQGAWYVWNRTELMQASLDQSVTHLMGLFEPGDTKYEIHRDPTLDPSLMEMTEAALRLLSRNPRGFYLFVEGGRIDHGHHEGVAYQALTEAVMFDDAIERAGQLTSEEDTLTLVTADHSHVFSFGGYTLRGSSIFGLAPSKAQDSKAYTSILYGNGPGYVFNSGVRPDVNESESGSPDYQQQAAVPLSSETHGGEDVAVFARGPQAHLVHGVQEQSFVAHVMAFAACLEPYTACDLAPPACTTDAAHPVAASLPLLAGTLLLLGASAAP
tim10-1 inh: inhibits growth of tim10-1 mutant yeast | S. cerevisiae tim10-1 ts strain growth, BacTiter-Glo, 24 h | 2.2% of 330,000 active | AID 463190 | inhibition, % at 20 µM;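 active means inhibition of at least 40%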;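 further: mutant grown at 25 °C; 0% = DMSO wells with yeast and 100% = wells holding no yeast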
Apaf1 inhib: inhibitors of human Apaf-1 apoptosome; reconstituted apoptosome caspase-3 activity, DEVD-Rh110 fluorescence; 0.71% of 330,000 active; inhibition, % at 20 µM; O14727; active means inhibition of at least 40% at 20 µM;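 further: plate controls were DMSO wells for no effect and DEVD-CHO caspase inhibitor wells for full effect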
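Material: cell-free apoptosome with Apaf-1, procaspase-3 and caspase-9; Buffer or medium: Hepes pH 7.5 with detergent and BSA; Reagent: cytochrome c trigger plus (Z-DEVD)2-Rh110 caspase-3 substrate; Times: compound with Apaf-1, dATP, procaspase-3 30 min, then 50 min reaction, room temperature; Technique: Rh110 fluorescence intensity.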
hIAP inh: blocks human intestinal alkaline phosphatase; P09923; purified IAP, CDP-Star luminescence, 30 min; inhibition, % at 10 µM; 0.12% of 330,000 active;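 active means inhibition reaching a set limit with compound at 10 µM in the primary screen, cut at about 35% in these data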;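 further: plate controls were DMSO wells with enzyme for no effect and no-enzyme buffer wells for full effect; values of inactives mirror those of a sister screen read the other way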
mIAP act: mouse IAP activation; muIAP, CDP-Star luminescence, 30 min; hits give high values; 1 = vehicle-only enzyme signal, 0 = enzyme-free wells; activation factor at 10 µM; 0.24% of 330,000 active; AID 2805;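 active means activation factor of at least 2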; further: the source names both 10 and 20 µM as test concentration; values of inactives mirror those of a sister screen read the other way
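also added = chemiluminescent substrate CDP-Star | test system = mouse IAP enzyme | signal = chemiluminescence readout | compound = DMSO-dissolved test compounds | incubation = 30 min at room temperature | benchmarks = DMSO wells, no-enzyme wells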
TIM10 inh: TIM10 yeast growth inhibition; 1.4% of 330,000 active; inhibition, % at 10 µM; S. cerevisiae TIM10 strain growth, BacTiter-Glo luminescence, 24 h;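 active means inhibition of 40% or more at the single tested concentration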;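 further: wild-type TIM10 isogenic control strain grown at permissive 25 °C; 0% = DMSO yeast wells and 100% = minimal medium wells without yeast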
NLRP3 yeast inh: inhibitors of NALP3 inflammasome in yeast; Yeast reconstituted NLRP3/ASC/caspase-1, beta-gal luminescence, 24 h; inhibition, % at 10 µM; 0.39% of 330,000 active; AID 2825;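 active means inhibition of 50% or more; inactive means inhibition below 50%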;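 further: plate controls were induced DMSO wells for no effect and uninduced yeast grown without galactose for full effect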
ATG4B inh: blocks human ATG4B protease cleavage of LC3 substrate | ATG4B cleavage of LC3-PLA2, NBD-HPC fluorescence, 1 h | inhibition, % at 8.33 µM | Q9Y4P1 | 0.51% of 340,000 active; in the data active means inhibition above about 40%
Target sequence (Q9Y4P1 whole entry, looked up): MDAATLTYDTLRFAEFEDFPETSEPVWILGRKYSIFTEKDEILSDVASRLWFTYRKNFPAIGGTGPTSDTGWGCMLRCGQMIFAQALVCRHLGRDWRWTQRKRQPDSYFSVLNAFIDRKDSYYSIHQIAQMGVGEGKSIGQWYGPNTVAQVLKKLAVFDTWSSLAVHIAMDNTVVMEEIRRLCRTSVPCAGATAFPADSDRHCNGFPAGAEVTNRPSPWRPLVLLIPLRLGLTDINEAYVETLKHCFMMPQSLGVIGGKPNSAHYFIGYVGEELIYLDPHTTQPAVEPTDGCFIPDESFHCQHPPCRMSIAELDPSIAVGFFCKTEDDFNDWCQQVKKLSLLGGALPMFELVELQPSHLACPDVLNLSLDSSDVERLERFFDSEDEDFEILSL
* = called active by the depositor. Compounds as they come; 4.5% or so of the library scored in one or more.

SMILES | mIAP inh | hIAP activ | tim10-1 inh | Apaf1 inhib | hIAP inh | mIAP act | TIM10 inh | NLRP3 yeast inh | ATG4B inh
CCCCCC(=O)Nc1cccc(C2=NOC3(C2)C[C@H](C(N)=O)N(C(=O)c2ccccc2)C3)c1 (some centres undefined) | -15.2 | 0.967 | 9.7 | -5.4 | 3.3 | 1.15 | 13.4 | 1.8 | -7.8
COc1cc2c(cc1OC)CN(C(=O)CCC(=O)c1ccc(F)cc1)CC2 | 6.7 | 0.973 | 17.3 | -5.3 | 2.7 | 0.933 | 13.2 | -7.2 | -2.7
Cc1cccc(C(C)(C)C)c1OCCOCCN1CCCC1 | 5.3 | 1.26 | 7.3 | -4.9 | -25.9 | 0.947 | 2.6 | 18.7 | 6.8
CC(=O)OCC(=O)[C@@]12OC3(CCCC3)O[C@@H]1C[C@H]1[C@@H]3CCC4=CC(=O)C=C[C@]4(C)[C@@]3(F)[C@@H](O)C[C@@]12C | 18.8 | 0.984 | 16.3 | 14.1 | 1.6 | 0.812 | 7.2 | 17.5 | 2.3
COc1ccc2c(c1)c(=O)c(C(=O)c1ccc(Cl)cc1)cn2CC(=O)Nc1ccc(F)cc1 | 0.6 | 0.923 | 2.8 | 15.4 | 7.7 | 0.994 | -14.8 | 18.8 | -7.6
Cc1cc(C(=O)COc2cccnc2[N+](=O)[O-])c(C)n1Cc1ccco1 | 31.6 | 0.904 | 19.7 | -13.1 | 9.6 | 0.684 | 7.4 | 13.0 | 2.7
O=C1S/C(=C\c2ccc(Cl)cc2)C(=O)N1CCn1cnnn1 | 14.2 | 1.19 | 42.9* | -17.3 | -19.4 | 0.858 | 43.3* | 23.3 | 5.2
N#CC1=C(N)Oc2n[nH]c(-c3cccs3)c2C1c1ccsc1 (centres undefined) | 24.2 | 0.876 | 10.0 | 82.9* | 12.4 | 0.758 | 25.0 | 13.9 | -13.2
O=[N+]([O-])c1cc(C(F)(F)F)c(Cl)cc1N1CCN(CCO)CC1 | 14.2 | 1.09 | 8.0 | -3.8 | -9.6 | 0.858 | 0.9 | 12.4 | 9.2
O=C(C[n+]1cccc(Br)c1)c1cccs1 | 23.2 | 0.804 | 2.7 | 1.7 | 19.6 | 0.768 | -1.3 | -3.9 | 2.7
N#CC1=C(N)SC2(CCCCC2)SC1c1ccccc1 (centres undefined) | 19.5 | 1.05 | 28.2 | 19.9 | -5.0 | 0.805 | 13.0 | 11.8 | -3.4
Cc1nnc(Sc2c(N)n(C)c(=O)n(C)c2=O)s1 | -1.7 | 0.997 | 22.6 | -3.5 | 0.3 | 1.02 | -13.8 | 0.9 | -9.5
CC(C)C1CC(=O)NC(SCC(=O)Nc2ccc(Br)cc2)=C1C#N (centres undefined) | -15.6 | 1.07 | 11.7 | 8.5 | -6.9 | 1.16 | -20.6 | 4.8 | -3.9
CCN(C(=O)c1cc2c(=O)[nH]c3ccc(C)cc3c2s1)c1ccc(F)cc1 | -4.3 | 1.2 | 0.8 | 1.4 | -19.7 | 1.04 | -22.1 | -6.8 | 1.1
COC(=O)C1CCN(C(=O)Nc2ccccc2)CC1 | 1.6 | 1.02 | 8.2 | -0.2 | -2.2 | 0.984 | 6.7 | 2.1 | 1.9
Cc1nnc(N/N=C/c2ccccc2F)n1N | 5.6 | 1.1 | 14.0 | -2.3 | -10.5 | 0.944 | -10.4 | -6.5 | -6.5
Cc1cc(C)n2nc(SCC(=O)N(CCC#N)c3ccc(F)cc3)nc2n1 | -8.5 | 1.22 | 0.6 | -2.1 | -21.8 | 1.08 | 5.2 | 4.7 | 1.3
Cc1ccc(NC(=O)CN2CCc3cc4c(cc3C2C)OCCCO4)cc1C (centres undefined) | -6.7 | 1.24 | 19.4 | 10.6 | -24.3 | 1.07 | 11.7 | 23.5 | 5.2
Cc1cc(C)nc(-n2nc(C)cc2NC(=O)COC(=O)CCC(=O)c2cccs2)n1 | 8.5 | 0.911 | 15.4 | -6.8 | 8.9 | 0.915 | 4.3 | 1.7 | -7.2
CSCCC(NC(=O)COc1ccccc1)C(=O)N1CCN(c2ccccc2Cl)CC1 (centres undefined) | -7.7 | 1.05 | 3.8 | 22.9 | -5.0 | 1.08 | -3.5 | 18.0 | -4.5
C=CCSc1nnc2c(n1)[nH]c1c(C)cccc12 | 3.1 | 0.952 | 39.9 | -2.4 | 4.8 | 0.969 | 47.3* | 40.7 | -1.3
O=C(CSc1ccc2nnc(-c3ccccn3)n2n1)Nc1ccc(F)cc1F | 1.1 | 1.34 | 3.3 | 9.2 | -34.1 | 0.989 | -7.3 | 15.2 | 0.5
CCOc1cccc(-c2cc(C(=O)NN)[nH]n2)c1 | 6.1 | 0.971 | -13.8 | -15.5 | 2.9 | 0.939 | 2.6 | 0.4 | 3.5
O=C(/C=C/c1ccccc1)Oc1cccc(C(=S)N2CCOCC2)c1 | -2.7 | 0.999 | 39.8 | 9.1 | 0.1 | 1.03 | 21.6 | 8.7 | 1.3

Pulled by compound from the entries so far, 5 records:
SMILES | mIAP inh | hIAP activ | tim10-1 inh | Apaf1 inhib | hIAP inh | mIAP act | TIM10 inh | NLRP3 yeast inh | ATG4B inh
O=C(C[n+]1cccc(Br)c1)c1cccs1 | 23.2 | 0.804 | 2.7 | 1.7 | 19.6 | 0.768 | -1.3 | -3.9 | 2.7
Cc1cccc(C(C)(C)C)c1OCCOCCN1CCCC1 | 5.3 | 1.26 | 7.3 | -4.9 | -25.9 | 0.947 | 2.6 | 18.7 | 6.8
COC(=O)C1CCN(C(=O)Nc2ccccc2)CC1 | 1.6 | 1.02 | 8.2 | -0.2 | -2.2 | 0.984 | 6.7 | 2.1 | 1.9
Cc1ccc(NC(=O)CN2CCc3cc4c(cc3C2C)OCCCO4)cc1C (centres undefined) | -6.7 | 1.24 | 19.4 | 10.6 | -24.3 | 1.07 | 11.7 | 23.5 | 5.2
CCCCCC(=O)Nc1cccc(C2=NOC3(C2)C[C@H](C(N)=O)N(C(=O)c2ccccc2)C3)c1 (some centres undefined) | -15.2 | 0.967 | 9.7 | -5.4 | 3.3 | 1.15 | 13.4 | 1.8 | -7.8

Next section
SMILES | mIAP inh | hIAP activ | tim10-1 inh | Apaf1 inhib | hIAP inh | mIAP act | TIM10 inh | NLRP3 yeast inh | ATG4B inh
C/[N+]([O-])=C\CC(=O)c1ccc(-c2ccccc2)cc1 | 2.1 | 0.896 | 21.0 | 14.8 | 10.4 | 0.979 | 11.6 | 29.6 | -0.7
CCCN(CC(=O)c1cc(C)n(C)c1C)S(=O)(=O)c1cccc(C(F)(F)F)c1 | -0.9 | 0.969 | 22.3 | 13.3 | 3.1 | 1.01 | -10.8 | 34.3 | 6.9
C=CCc1ccc(OCCCOc2ccc(C)c(C)c2)c(OC)c1 | 5.8 | 1.18 | 0.3 | 9.5 | -18.3 | 0.942 | -1.4 | 2.6 | -1.9
Cc1ccc(S(=O)(=O)N[C@H](C(=O)OCn2nnc3ccccc3c2=O)C(C)C)cc1 | -0.8 | 1.09 | 17.1 | 2.5 | -8.9 | 1.01 | -10.2 | -7.6 | -3.0
O=C1NCCN(Cc2ccoc2)C1CC(=O)N(CCO)Cc1ccccc1 (centres undefined) | -3.5 | 0.961 | -7.0 | 2.5 | 3.9 | 1.03 | 7.4 | -4.6 | -10.9
Cc1cccc(C2=NOC(=O)/C2=C\c2ccccc2F)c1 | 8.7 | 0.958 | 20.4 | -9.8 | 4.2 | 0.913 | 16.3 | -12.4 | 3.3
CCCOc1ccc(CNC(=O)CCC(=O)n2ncc3cc(C)ccc32)cc1 | -1.1 | 1.21 | 2.7 | 23.1 | -21.3 | 1.01 | -12.6 | 32.1 | -14.5
CCc1nc(N2CCN(C(=O)c3ccco3)CC2)c(C#N)c2c1COC(C)(C)C2 | -4.5 | 1.16 | 25.9 | 11.1 | -16.1 | 1.04 | 13.9 | 23.3 | -2.9
CC(C)=NNC(=O)CN1C(=O)NC2NC(=O)NC21 (centres undefined) | 5.8 | 1.01 | 6.5 | -11.7 | -1.5 | 0.942 | 3.2 | 9.2 | -8.4
CCOC(=O)N1CCC(NC(=O)C(Cc2ccccc2)NC(=O)C2CCCCC2)CC1 (centres undefined) | -10.0 | 0.795 | 10.2 | 4.3 | 20.5 | 1.1 | 5.7 | 22.4 | -5.1
O=C(CCc1nc2ccccc2[nH]1)Nc1ccccc1 | 1.3 | 0.982 | 1.1 | 2.0 | 1.8 | 0.987 | 11.2 | 14.6 | 4.1
CCOC(=O)c1c(CSc2ccc(CC)cc2)oc2ccc(O)c(CN(C)C)c12 | 4.5 | 0.96 | 49.2* | 19.4 | 4.0 | 0.955 | 55.1* | 26.7 | 7.8
CC(=O)N1c2ccccc2C(=O)OC1c1cccnc1 (centres undefined) | 1.0 | 1.06 | 21.0 | 2.9 | -5.7 | 0.99 | -0.8 | 24.4 | 0.7
Cc1c(C(=O)N2CCN(C)CC2)oc2ccc(S(=O)(=O)N3CCOCC3)cc12 | 4.2 | 1.08 | 7.6 | 3.2 | -7.8 | 0.958 | -9.9 | 24.9 | -1.3
COc1cccc(CN2CCN(Cc3cc4ccccc4[nH]3)CC2CCO)c1 (centres undefined) | -5.2 | 1.18 | -10.8 | -19.8 | -18.1 | 1.05 | -6.1 | 18.7 | -13.4
COc1ccccc1-c1nc(C(F)(F)F)c(OC)o1 | -0.4 | 1.34 | 0.7 | -3.0 | -33.9 | 1 | 14.9 | -3.9 | -3.3
CCCCNC(=O)c1c[nH]c2ccc(S(=O)(=O)Nc3ccc(OCC)cc3)cc2c1=O | -11.2 | 1.27 | 10.3 | 19.3 | -27.2 | 1.11 | 8.1 | 6.7 | -3.7
N#C/C(=C\c1cccnc1)C(=O)Nc1ccc(Cl)cc1 | 2.8 | 1.05 | 60.8* | 10.6 | -5.0 | 0.972 | 60.7* | 14.1 | -4.0
C[C@H]1COC(=O)[C@@H](Cc2ccc(F)cc2)CC/C=C/C[C@H](CC(=O)N(CCO)Cc2ccccc2)C(=O)N1 | -16.1 | 0.957 | -11.9 | 9.4 | 4.3 | 1.16 | 5.1 | 3.1 | -5.5
COc1ccc(NC(=O)CN(C)C(=O)CNC(=O)C2CCCCC2)cc1 | 0.2 | 1.01 | 3.4 | 0.6 | -0.6 | 0.998 | 1.9 | 10.8 | 2.5
Cc1cccnc1CN1CCN(Cc2nc(C(c3ccccc3)c3ccccc3)no2)CC1 | 4.3 | 0.929 | -9.9 | -15.2 | 7.1 | 0.957 | 5.8 | -1.2 | -7.8
CCOC(=O)CCC(NC(=O)CC(=O)NC(CCC(=O)OCC)C(=O)OCC)C(=O)OCC (centres undefined) | 3.3 | 1.09 | -3.8 | -9.5 | -8.8 | 0.967 | 8.0 | 5.2 | 2.6
O=C(CN1CCN(c2ccccn2)CC1)Nc1cc(C(F)(F)F)ccc1Cl | 3.9 | 1.01 | 34.9 | 28.0 | -0.8 | 0.961 | 13.1 | 15.9 | 11.1
COc1ccc(S(=O)(=O)N2CCOC2CNC(=O)C(=O)NCc2cccnc2)cc1C (centres undefined) | -6.6 | 1.1 | 3.3 | -0.5 | -10.2 | 1.07 | 3.6 | -9.1 | -5.9
C[C@H](CO)N1C[C@H](C)[C@@H](CN(C)C(=O)Nc2ccc3c(c2)OCO3)Oc2c(NC(=O)Nc3ccc4c(c3)OCO4)cccc2C1=O | -5.4 | 0.765 | 0.6 | 6.4 | 23.5 | 1.05 | -2.7 | 11.8 | -17.7
COCCCn1c(SCc2ccc(OC)cc2)nc2cc(OC)c(OC)cc2c1=N | -14.3 | 0.833 | 18.1 | -0.7 | 16.7 | 1.14 | 7.9 | 10.4 | -17.8
